Compound activity: PubChem, NCI
NCI-60 one-dose screen, 48 h, at 10 µM unless noted. Numbers give growth in % (100 = growth as untreated, 0 = no growth, -100 = all killed).
HS 578T – HS 578T breast cancer | actives 4.1% (n = 78,000) | AID 1794788
MDA-MB-468 – MDA-MB-468 breast cancer; actives 8.5% (n = 78,000); AID 2202374
LOX IMVI – LOX IMVI melanoma; actives 7.4% (n = 79,000); AID 1794757
T-47D – T-47D breast cancer | actives 5% (n = 79,000) | AID 1794792
MCF7 – MCF7 breast cancer; actives 6.3% (n = 82,000)
BT-549 – BT-549 breast cancer. actives 4.4% (n = 78,000)
MDA-MB-231 – MDA-MB-231 breast cancer. actives 5% (n = 81,000). AID 1794789
SK-MEL-28 – SK-MEL-28 melanoma; actives 4.1% (n = 81,000)
* hit, by the source's call; . = no result given. How the source made its calls: active means growth percent below 10; inactive means the rest.

SMILES	HS 578T	MDA-MB-468	LOX IMVI	T-47D	MCF7	BT-549	MDA-MB-231	SK-MEL-28
CCS(=O)(=O)c1cc(=O)[nH]c(=O)[nH]1	113	.	101	114	106	115	101	99
CSc1ccc(/C=C2\C=Cc3ccccc32)cc1	.	93	87	88	92	98	101	112
CC(=O)CCN1C(=O)c2ccccc2C1=O	101	88	96	106	100	112	93	94
N=c1c2c(-c3ccccc3)c(-c3ccccc3)oc2ncn1NC(=O)c1ccncc1	93	95	99	84	101	105	94	106
COc1ccc2c(c1)CC/C(=C\c1cncc(Br)c1)C2=O	116	99	88	66	39	96	94	.
CCC1C(C)(C)c2ccc(C)cc2C1(C)C (stereo not drawn)	103	105	101	97	96	99	100	96
Clc1ccccc1Nc1n[nH]c(-c2ccccc2)n1	63	49	90	68	58	74	78	99
CC(Br)C(OC(=O)c1ccco1)c1cc2c(cc1Br)OCO2 (stereo not drawn)	86	80	83	72	83	.	97	104
COc1ccc(Nc2ccnc(N3CCN(c4ccnc5cc(Cl)ccc45)CC3)n2)cc1	10	-16*	4.2*	-7.7*	2.5*	-12*	25	5.2*
c1ccc(-c2onc3cc4c(cc23)OCCO4)cc1	.	88	98	89	89	88	111	107
CSc1nc2ccc(C)cc2cc1/C=[N+](\[O-])c1ccccc1	64	86	51	66	58	86	107	94
Cc1ccccc1C(=O)Nc1ccc(Cl)cc1Cl	108	104	99	97	91	104	103	102
C=C(CC(Cl)(Cl)Cl)c1ccc(C)cc1	107	100	94	93	97	102	113	105
CCCCCCCCc1ccc(OCCOC(=O)/C=C\C(=O)NC(N)=O)cc1	95	91	.	89	94	99	100	100
CN1CCN(c2ccnc(NCCNc3nc(N4CCOCC4)nc(N4CCOCC4)n3)n2)CC1	90	92	.	103	91	86	88	109
O=C(/C=C/c1ccc(F)cc1)c1ccc(Nc2nc(N3CCCCC3)nc(N3CCCCC3)n2)cc1	93	111	96	106	101	97	115	.
N=C1S/C(=C/c2ccc(-c3ccc4c(c3)C(=O)NC4=O)o2)C(=O)N1c1ccc(Br)cc1	62	52	.	20	3.4*	60	47	-19*
c1cc[n+](OCc2ccccc2CO[n+]2ccccc2)cc1	95	101	95	99	99	98	101	106
O=S(=O)(Nc1ccc(-c2ccc(NS(=O)(=O)c3ccccc3)cc2)cc1)c1ccccc1	74	47	57	43	43	73	74	78
CCOC(=O)c1c[nH]c2c(Cl)c(C)ccc2c1=O	104	126	104	100	89	97	95	101
CC(C(=O)n1ccc(-c2ccc(Cl)cc2)n1)c1ccc(NS(C)(=O)=O)cc1 (stereo not drawn)	103	103	96	95	95	96	102	106
COc1ccc(Cn2cc3c(c2)-c2oncc2CC3)cc1OC	2.0*	-7.7*	37	48	7.5*	59	17	50
CCOC1=C(c2ccccc2)Oc2ccccc2-n2c(C#N)c3ccccc3c21	105	110	91	85	94	78	89	117
OC(c1cccc2ccccc12)c1nccn1Cc1ccccc1 (stereo not drawn)	103	95	88	93	106	99	86	106
Cc1cc(N2CCSCC2)nc(NC2CCCC(Nc3ccnc4cc(Cl)ccc34)C2)n1 (stereo not drawn)	-34*	-44*	-85*	-37*	-36*	-60*	-76*	-80*
O=C(NCCNc1nccc(-n2ccc3cccnc32)n1)c1ccc(C(F)(F)F)cc1	106	110	99	102	96	.	98	105
CCCCCN(CCCCC)CC(=O)OCC	.	97	99	91	108	115	101	103
COC(=O)c1cc(NC(=O)Nc2cc(C(=O)OC)n(C)c2)cn1C	108	.	109	95	114	114	101	120
O=C(Cn1cnc2c(cc(-c3ccccc3)n2-c2ccccc2)c1=O)Nc1ccc(F)cc1	101	110	100	92	101	95	106	119
COC1=CC(C)C2CC3OC(=O)CC4C(C)=C(OC)C(=O)C(C2(C)C1=O)C34C (stereo not drawn)	.	121	106	113	101	103	104	112
CC1=NN(c2cccc(Cl)c2)C(=O)/C1=C\c1cn(CC(O)Cn2cc(/C=C3\C(=O)N(c4cccc(Cl)c4)N=C3C)c3ccccc32)c2ccccc12	102	123	102	88	98	109	97	109
Fc1ccc(Nc2nc(Nc3cnc4ccccc4c3)c3[nH]cnc3n2)cc1Cl	70	86	69	59	61	81	66	105
Nc1nc(-c2ccccc2)c(N=Nc2ccccc2Cl)s1	94	68	74	46	39	90	90	93
c1ccc2c3c(cc(CNCCNCc4cc5c(c6ccccc46)CCCC5)c2c1)CCCC3	84	59	75	86	86	103	84	104
CCC(c1cccc(O)c1)C(CC)c1cccc(O)c1 (stereo not drawn)	54	24	58	54	17	66	64	63
CCOC(=O)[C@H](CCc1ccccc1)N[C@@H](C)C(=O)N1CCC[C@H]1C(=O)O	105	94	99	101	115	108	90	116
Cc1ccc(S(=O)(=O)NCCCNc2cc(-c3cn(C(C)(C)C)nc3-c3ccccc3)ccn2)cc1	79	51	55	31	63	68	78	99
O=[N+]([O-])c1c(C=Nc2ccccc2)oc(-c2c(O)ccc3ccccc23)c1-c1c(O)ccc2ccccc12	97	94	83	79	90	92	86	109
O=C(O)/C=C/C(=O)Nc1cc(Cl)c(Cl)cc1Cl	117	.	93	45	66	81	92	99
O=C1CCC(Nc2ccnc(Cl)c2)N1 (stereo not drawn)	102	94	99	81	95	90	102	115
Cc1nc(C(=O)O)c(C(=O)O)[nH]1	.	104	99	96	98	114	102	105
CO/N=C(\C)c1ccc(NC(=O)CN2CCN(c3cc4c(cc3F)c(=O)c(C(=O)O)cn4C3CC3)CC2)cc1	94	108	67	81	91	80	82	105
Cc1ccc(S(=O)(=O)Nc2ccc3ncccc3c2[N+](=O)[O-])cc1	107	108	102	.	103	95	118	123
OC(CNCc1ccccc1)Cn1c2ccccc2c2ccccc21 (stereo not drawn)	113	112	99	101	100	131	110	113
NCCN1C(=O)CNC1=S	144	115	102	109	90	.	101	111
Nc1nc(NCc2ccccc2)nn1S(=O)(=O)c1ccc(F)cc1Cl	99	99	103	96	102	98	91	115
CC(=O)c1ccc(NC(=O)CSc2nnc(-c3ccc(NC(=O)c4cccnc4)cc3)n2N)cc1	99	100	98	96	95	108	93	106
CN(C)C(=O)c1ccc(N)cc1	97	102	95	102	98	.	106	121
COc1ccc2oc(=O)cc(-c3sc(N4CCCC4)nc3-c3ccccc3)c2c1	95	112	87	76	61	77	93	88
COc1cc(/C=C\c2cc(/C=C\c3ccc(O)c(OC)c3)n(C(=O)CNc3ccc(Cl)cc3)n2)ccc1O	30	1.6*	11	31	14	24	43	49
C#CCOc1cc(/C=N/Nc2nc(-c3ccc(C)cc3)cs2)ccc1O	96	48	86	60	75	92	96	95
Cc1cc(C(O)CN(CCC(C)C)CCC(C)C)cc2c1ccc1cc(C(C)C)ccc12 (stereo not drawn)	96	102	80	86	86	105	65	102
CCN1CCN(c2cc(-c3cn[nH]c3-c3cc(C)cc(OC)c3)nc(-c3cccnc3)n2)CC1	69	54	57	83	83	93	59	87
COc1ccc(C2=NN(C(=O)c3ccc(S(N)(=O)=O)cc3)C(c3ccc(OC)cc3)C2)cc1 (stereo not drawn)	97	96	85	94	93	112	95	110
O=S(=O)(NCCNc1nccc(-c2c(-c3ccc(O)cc3)nc3sccn23)n1)c1ccc(F)cc1	112	97	98	104	92	105	115	113
O=c1nc2n(CCO)c3ccccc3cc-2c(=O)[nH]1	99	.	96	95	90	109	117	95
CCOC(=O)C(Cc1ccc(O)cc1)Nc1nc2ccccc2o1 (stereo not drawn)	114	98	99	95	.	96	91	.
CC1CC(OC(=O)C(O)c2ccccc2)CC(C)(C)C1 (stereo not drawn)	110	100	97	112	.	109	111	114
CC1(C)CC(=O)C(Cc2cn(Cc3ccccn3)nn2)(Cc2cn(Cc3ccccn3)nn2)C(=O)C1	91	93	100	111	102	104	102	111
COC(=O)c1ccc2nc(-c3c(-c4ccc(F)cc4)nc4sccn34)[nH]c2c1	107	.	87	74	87	109	107	93
Next section:
SMILES	HS 578T	MDA-MB-468	LOX IMVI	T-47D	MCF7	BT-549	MDA-MB-231	SK-MEL-28
COc1cc(OC)c([N+](=O)[O-])cc1C=O	111	114	90	97	92	100	104	104
COc1ccc(Cn2cc(Cn3c(=O)c(-c4nc5ccccc5[nH]4)cc4ccccc43)nn2)c(OC)c1OC	-9.9*	14	19	30	17	-12*	1.9*	50
COc1ccc(-c2ccccc2-c2nc(-c3ccccc3)c(-c3ccccc3)n2Cc2ccccc2)cc1OC	89	60	61	37	52	94	71	97
CNC(=O)Cc1nc(-c2cccc(NS(=O)(=O)c3c(F)cccc3F)c2F)c(-c2ccnc(Nc3ccccc3)n2)s1	64	104	9.2*	60	86	103	-14*	15
O=C(Nc1ccccc1)Nc1nc2ccccc2s1	87	-1.7*	83	26	21	90	80	41
COc1cc(-c2csc(Nc3cc(NCCCN4CCN(C)CC4)nc(C)n3)n2)cc(OC)c1OC	79	91	84	49	73	62	88	97
CCCN(Cc1ccc(CN(CCC)C(=O)C(Cl)Cl)cc1)C(=O)C(Cl)Cl	87	65	72	57	79	101	81	91
Cc1nc2ncccc2c(=O)n1-c1ccc(S(N)(=O)=O)cc1	110	92	91	79	101	103	101	105
CC(=O)CC(c1ccccc1)c1c(-c2ccccc2)n(C)c2ccccc12 (stereo not drawn)	101	92	92	85	96	114	83	99
COc1cccc(Cn2c(C)c3c(=O)n(-c4ccc(Cl)cc4)[nH]c3cc2=O)c1	112	108	102	88	92	109	115	106
Nc1cccc(CO)c1	113	.	83	100	102	100	103	106
COc1ccc(-c2nc3sc4cc(OC)ccc4n3c2-c2nc3ccc(C(F)(F)F)cc3[nH]2)cc1	65	95	95	79	88	76	101	85
CC(Oc1ccccc1-c1ccccc1)C(=O)O (stereo not drawn)	107	116	97	102	99	100	98	106
CC(C)(C)NC(=O)NCC1CCCC1NC(=O)NC(C)(C)C (stereo not drawn)	102	96	98	92	94	120	97	109
CCOc1ccc(C(=O)NCC(C)C)cc1	107	105	97	89	94	98	93	106

Rewritten comma-delimited: 14 of the compounds above.
compound,HS 578T,MDA-MB-468,LOX IMVI,T-47D,MCF7,BT-549,MDA-MB-231,SK-MEL-28
CC1(C)CC(=O)C(Cc2cn(Cc3ccccn3)nn2)(Cc2cn(Cc3ccccn3)nn2)C(=O)C1,91,93,100,111,102,104,102,111
COC(=O)c1ccc2nc(-c3c(-c4ccc(F)cc4)nc4sccn34)[nH]c2c1,107,.,87,74,87,109,107,93
COc1cc(OC)c([N+](=O)[O-])cc1C=O,111,114,90,97,92,100,104,104
COc1ccc(Cn2cc(Cn3c(=O)c(-c4nc5ccccc5[nH]4)cc4ccccc43)nn2)c(OC)c1OC,-9.9*,14,19,30,17,-12*,1.9*,50
COc1ccc(-c2ccccc2-c2nc(-c3ccccc3)c(-c3ccccc3)n2Cc2ccccc2)cc1OC,89,60,61,37,52,94,71,97
CNC(=O)Cc1nc(-c2cccc(NS(=O)(=O)c3c(F)cccc3F)c2F)c(-c2ccnc(Nc3ccccc3)n2)s1,64,104,9.2*,60,86,103,-14*,15
O=C(Nc1ccccc1)Nc1nc2ccccc2s1,87,-1.7*,83,26,21,90,80,41
COc1cc(-c2csc(Nc3cc(NCCCN4CCN(C)CC4)nc(C)n3)n2)cc(OC)c1OC,79,91,84,49,73,62,88,97
CCCN(Cc1ccc(CN(CCC)C(=O)C(Cl)Cl)cc1)C(=O)C(Cl)Cl,87,65,72,57,79,101,81,91
Cc1nc2ncccc2c(=O)n1-c1ccc(S(N)(=O)=O)cc1,110,92,91,79,101,103,101,105
CC(=O)CC(c1ccccc1)c1c(-c2ccccc2)n(C)c2ccccc12 (stereo not drawn),101,92,92,85,96,114,83,99
COc1cccc(Cn2c(C)c3c(=O)n(-c4ccc(Cl)cc4)[nH]c3cc2=O)c1,112,108,102,88,92,109,115,106
Nc1cccc(CO)c1,113,.,83,100,102,100,103,106
COc1ccc(-c2nc3sc4cc(OC)ccc4n3c2-c2nc3ccc(C(F)(F)F)cc3[nH]2)cc1,65,95,95,79,88,76,101,85

Next records follow:
SMILES	HS 578T	MDA-MB-468	LOX IMVI	T-47D	MCF7	BT-549	MDA-MB-231	SK-MEL-28
Cc1ccc(-c2cc(-c3cc(-c4ccc(C)cc4)nc(N)n3)nc(N)n2)cc1	77	100	101	.	94	98	.	105
C#CCOc1ccc(C2=NN(CC3CC3)C3N=C(Cl)c4ncn(CC5CC5)c4N23)cc1OCC#C (stereo not drawn)	79	66	68	28	79	.	87	94
CN(C)C(=O)c1cc2cnc(Nc3ccc(-c4csc5c(=S)cc(N6CCOCC6)oc45)cc3)nc2n1C1CCCC1	5.0*	1.5*	-40*	-3.4*	-5.3*	9.9*	10	9.8*
Clc1ccc2c(c1)sc1nc(-c3c[nH]c4ccccc34)c(Nc3ccccc3)n12	96	96	93	94	88	92	82	111
COC(=O)c1c(C)[nH]c(/C=C2\N=C(c3ccc[nH]3)C=C2OC)c1C	-27*	-69*	-57*	.	1.8*	0.5*	-40*	-28*
COc1ccc(OC)c2c(=O)cc(C(=O)O)[nH]c12	99	89	100	96	102	.	123	103
ClCCOCOc1ccc2ccccc2c1	.	119	95	115	103	113	102	127
O=C(O)C(CO)c1ccccc1 (stereo not drawn)	112	107	102	116	86	113	113	105
C=COC(=O)C(C)(C)C	101	106	96	94	96	89	113	108
COc1ccc(/C=C/C(=O)c2ccc(NC(=O)N3CCN(c4cc5c(cc4F)c(=O)c(C(=O)O)cn5C4CC4)CC3)cc2)cc1	98	97	92	94	94	86	101	101
CSc1ncnc2c1ncn2C1CCCCO1 (stereo not drawn)	94	109	101	117	104	102	89	118
CCNC(=S)Nc1cccc(C)c1	117	108	108	97	94	81	85	103
COc1ccc(N2C(=O)C3c4[nH]c5ccc(OCc6ccccc6)cc5c4C4CCC(C(C)C)CC4C3C2=O)cc1 (stereo not drawn)	93	.	90	104	95	104	101	.
O=C(O)c1ccccc1-c1ccccc1C(=O)Nc1ccc2c(c1)oc(=O)c1ccccc12	94	89	87	85	96	126	93	107
Nc1ccc(S(=O)(=O)c2ccc(N)nc2)cc1	.	115	106	102	103	104	103	108
O=C(O)COc1cccc(C(=O)/C=C/c2ccccc2)c1	109	113	.	93	93	125	108	112
Cn1cnc2c(N3CCN(C(=O)c4c[nH]c5ccccc45)CC3)nc(Cl)nc21	91	95	95	86	88	82	90	108
